# PTHR1 agonist = qHTS for PTHR1 Agonists: Primary Screen | HEK293 GP2 PTHR1 cells, GloSensor cAMP luminescence, 1 h | Parathyroid hormone/parathyroid hormone-related peptide receptor (Homo sapiens), Q03431 | Potency, µM (titrated, usually from 115 µM), inactives show at the top dose activation, usual class: activators | hit rate 0.075% among 410,000; note: potency is the fitted concentration of half-maximal effect; nearly all actives have a fitted effect of over 55% in size; some results filed as inactive show a strong effect at the top dose; inactives centre near -15; many of its hits are not listed in these tables
# Target sequence (Q03431 whole entry, looked up): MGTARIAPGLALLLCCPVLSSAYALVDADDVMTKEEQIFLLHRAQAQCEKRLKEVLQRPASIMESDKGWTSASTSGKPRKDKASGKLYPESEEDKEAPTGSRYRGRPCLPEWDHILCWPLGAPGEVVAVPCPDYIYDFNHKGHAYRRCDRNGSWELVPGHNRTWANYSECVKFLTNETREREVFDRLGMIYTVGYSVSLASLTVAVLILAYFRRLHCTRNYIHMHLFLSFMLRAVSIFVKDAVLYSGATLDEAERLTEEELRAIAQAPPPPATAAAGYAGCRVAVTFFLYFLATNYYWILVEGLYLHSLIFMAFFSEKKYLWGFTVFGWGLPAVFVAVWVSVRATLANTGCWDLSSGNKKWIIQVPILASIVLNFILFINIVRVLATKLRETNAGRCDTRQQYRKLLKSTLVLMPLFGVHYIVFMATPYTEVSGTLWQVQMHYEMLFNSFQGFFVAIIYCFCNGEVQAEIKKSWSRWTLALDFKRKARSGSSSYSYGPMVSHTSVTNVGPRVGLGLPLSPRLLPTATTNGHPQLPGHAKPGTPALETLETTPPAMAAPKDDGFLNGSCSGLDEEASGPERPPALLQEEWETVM
#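 HEK-293-derived GP2 cells expressing PTHR1 and a GloSensor cAMP reporter, 3,000/well, plated overnight, given luciferin plus IBMX (each 0.5 mM as added) for 1 h at 37 °C, then compound for 1 h at 37 °C. Luminescence was read after 15 min at room temperature.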
# Mm-Cpn inhibitor = Inhibitors of TCP-1 ring complex (TRiC) of Methanococcus maripaludis (MmCpn): qHTS; purified Mm-Cpn ATPase, ADP Transcreener TR-FRET; hit rate 0.031% among 330,000; Chaperonin Mm-Cpn (Methanococcus maripaludis); Potency, µM (highest dose often 76.9 µM), for the others: top-dose activity, negative = inhibition, usual class: inhibitors; AID 504842, 2011; note: potency is the fitted concentration of half-maximal effect; % is set by controls: 0 for no effect and ±100 for the full control effect; nearly all actives have a fitted effect of over 80% in size
#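 Compound-treated chaperonin, 25 nM final, turns over 10 uM ATP at 37°C for 30 min following a 10 min preincubation; ADP generated competes with ADP-d2 for Eu-cryptate antibody, lowering FRET.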
# DRD3 agonist = qHTS of D3 Dopamine Receptor Agonist: qHTS. D(3) dopamine receptor (Homo sapiens), P35462. D3R DiscoveRx beta-arrestin cells, luminescence, 90 min. max activation, %. hit rate 0.58% among 410,000. AID 652048, 2013; in the data active = max activation above about 30%; note: 0% is about no effect; mostly tested at two doses, the higher about 12 µM
# Target sequence (P35462 whole entry, looked up): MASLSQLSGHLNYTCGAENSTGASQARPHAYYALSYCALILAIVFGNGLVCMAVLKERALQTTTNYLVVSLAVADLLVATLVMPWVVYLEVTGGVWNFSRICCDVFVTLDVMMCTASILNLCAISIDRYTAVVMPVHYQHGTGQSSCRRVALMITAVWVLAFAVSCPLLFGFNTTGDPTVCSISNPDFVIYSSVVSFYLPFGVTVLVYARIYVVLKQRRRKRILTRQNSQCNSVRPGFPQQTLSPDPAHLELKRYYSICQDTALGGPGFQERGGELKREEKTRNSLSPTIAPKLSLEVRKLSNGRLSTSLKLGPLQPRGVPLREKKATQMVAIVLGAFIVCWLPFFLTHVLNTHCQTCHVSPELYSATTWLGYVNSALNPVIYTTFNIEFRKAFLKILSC
#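 Agonist-mode cell screen: cells plated at 1500/well and incubated overnight at 37 °C, then exposed to library compounds for 90 min at 37 °C. Detection reagent was added for 30–60 min at room temperature, and luminescence was read.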
# D3 antag = qHTS of D3 Dopamine Receptor Antagonist: qHTS; D3R cells, DiscoveRx beta-arrestin luminescence, antagonist mode; stronger effect = lower value; D(3) dopamine receptor (Homo sapiens), P35462; hit rate 2.5% among 360,000; AID 652054, 2013; max response, negative = inhibition, %; in the data active = max response below about -50%; inconclusive = no clear call, values can overlap the other calls; note: % is set by controls: 0 for no effect and ±100 for the full control effect; mostly tested at two doses, the higher about 12 µM
#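 Cells expressing the human receptor were seeded at 1500 cells/well, incubated overnight at 37 degrees C in 5% CO2, then exposed to library compounds with dopamine controls for 90 minutes at 37 degrees C before luminescent detection.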
# pAkt inh = HTS Assay for Inhibitors of Akt Phophorylation: Primary Screen; hit rate 0.32% among 360,000; AID 651550, 2012; Neuro2A IGF-stimulated pAkt S473 HTRF, 20 min; stronger effect = lower value; activity change, % for hits at 50 µM; in the data active = activity change below about -80%; inconclusive = mostly about -51% to -80%; note: % is set by controls: 0 for no effect and ±100 for the full control effect
#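 Single-point screen (50 µM final compound) in Neuro2A cells stimulated 20 min with 6 nM IGF at 37 deg C. After lysis, Ser473-phosphorylated Akt read by HTRF (ex 330 nm, em 615/665 nm) as the 665/615 ratio.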
# EPAC2 agonist = qHTS for Agonist of cAMP-regulated guanine nucleotide exchange factor 4 (EPAC2): primary screen. Rap guanine nucleotide exchange factor 4 (Homo sapiens), Q8WZA2. EPAC2 activation, biochemical qHTS; response scale: 100% = 6.5 mM cAMP response. Potency, µM (series often up to 154 µM), without a hit: top-dose activation, actives largely listed as activators. hit rate 0.079% among 360,000. AID 720711, 2013; note: potency is the fitted concentration of half-maximal effect; nearly all actives have a fitted effect of over 50% in size
#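 Fluorescence exchange assay: 100 nM EPAC2 with 250 nM RAP1B-BODIPY-GDP and 50 uM GDP; compounds tested as a concentration-titration series (qHTS). Loss of Rap1-bound BODIPY-GDP fluorescence read at 480/540 nm; data normalized to 6.5 mM cAMP.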
# EPAC2 antag = qHTS for Antagonist of cAMP-regulated guanine nucleotide exchange factor 2 (EPAC2): primary screen. EPAC2 GEF exchange of Rap1B-BODIPY-GDP, fluorescence. Potency, µM (doses to about 114 µM), for inactives: at the top dose activity, negative = inhibition, hits mostly inhibitors. hit rate 0.18% among 360,000. AID 720708, 2013; note: potency is the fitted concentration of half-maximal effect; % is set by controls: 0 for no effect and ±100 for the full control effect; nearly all actives have a fitted effect of over 45% in size; many of its hits are not listed in these tables
# CCT modulator = High-Throughput Screening for Modulators of Cytosolic Chaperonin Activity. purified chaperonin ATPase assay, HTRF ADP detection, 30 min. activity change, % (concentration not given with the values), hits read low. hit rate 0.3% among 360,000; in the data active = activity change below about -30%; note: % is set by controls: 0 for no effect and ±100 for the full control effect
#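 We incubate TRiC, 40 or 20 nM final, with library compounds at 76 uM and 10 uM ATP for 30 min at 37 °C. ADP formed is detected with Transcreener HTRF reagents after 30 min at room temperature.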
# * = called active by the depositor; i = inactive; ? = inconclusive; . = not tested or not shown; & = joins results of further samples; [ ] = another dose, or the depositor's remark. Unless noted, calls come from the whole dose curve; as a rule, active = well fitted curve in the direction sought with a large enough effect; inconclusive = small, poorly fitted or top-dose-only effect, or another doubt; inactive = no such curve, though single readings can be large; an effect the other way counts as inactive or inconclusive. The list is partial (hit frequency here may not be typical).
SMILES,PTHR1 agonist,Mm-Cpn inhibitor,DRD3 agonist,D3 antag,pAkt inh,EPAC2 agonist,EPAC2 antag,CCT modulator
O=C(CN1CCCN(Cc2ccc(F)cc2Cl)C1=O)NCc1ccccc1,i,1%,5,0,i,7%,-3%,-3.3
CC1CCCCC1NC(=O)CSc1ncnc2sccc12 (configuration not stated),-22%,.,3,21,i,-8%,-3%,-2.8
COC(=O)c1sc(N2CCN(c3ccc(Cl)cc3)CC2)nc1N,-36%[inhibitor],2%,11,4,i,4%,-3%,0.7
Cc1ccc(C(=O)COC(=O)c2cnccn2)cc1[N+](=O)[O-],-13%,2%,-28,-25,i,3%,12%,0.8
O=C(C1CCN(Cc2ccc(OCc3ccccc3)cc2)CC1)N1CCCC1,i,0%,-3,-14,i,2%,15%,2.5
CC12C(=O)N(c3nccs3)C(=O)C1C1C=CC2C1 (configuration not stated),-7%,0%,9,16,i,-4%,13%,1.5
COCc1cc(C)nc(Nc2ccc(C)cc2C)c1C#N,-3%[57.5 µM],-4%,1,12,?,-9%,5%,2.2
COc1ccccc1CCNC(=O)c1ccccc1SCC(=O)N1CCCC1,-17%,0%,-12,-6,i,4%,2%,-0.9
COc1ccc(N2CC(O)(c3ccc(C)cc3)[N+]3=C2CCCC3)cc1 (configuration not stated),i,-3%,-8,-7,i,4%,10%,1.2
CCCCCC(=O)OC(CN1CCCCCC1)CN1CCCC1=O (configuration not stated),i,1%,-11,-8,i,9%,0%,3.9
Cc1ccc2oc(=O)c3cc(C(=O)NCCCN4CCc5ccccc5C4)sc3c2c1,3%,2%,-13,-55*,i,-6%,6%,0.1
CC(C/C=N/NC(=O)COc1cc(Cl)ccc1Cl)c1ccccc1 (configuration not stated),?,2%,-2,6,i,12%,-2%,-4.7
COc1ccc(/C=C2\SC(=Nc3ccccc3Cl)NC2=O)c(OC)c1,i,.,-1,-12,i,9%,-7%,-0.7
Cc1ccc(S(=O)(=O)N2CCCOC2CNC(=O)C(=O)NCCc2ccco2)cc1 (configuration not stated),-3%,.,2,-24,i,4%,-2%,-0.8
Clc1ccc(C2[C@H]3CN(CC4CCCCC4)[C@H](c4ccccc4)C34CC2(c2ccccc2)C4)cn1 (some centres not stated),-8%,1%,-11,-13,i,0%,-2%,-0.2
CCC(C)n1c(/C=C/c2ccccc2)nc2ccccc21 (configuration not stated),-22%,0%,-7,11,i,-5%,-18%,-0.7
CC(C)N1CCN(c2ccncc2S(=O)(=O)N2CCOCC2)CC1,i,-1%,2,5,i,0%,-5%,-3.2
CC1=CN2C(=NC(=O)CC2(C)C(=O)N(CC(=O)NC2CCCC2)Cc2ccc(Cl)cc2)C=C1 (configuration not stated),-13%,-3%,-4,-4,i,14%,1%,-3.7
Cc1cc2nc(C)c(Cc3ccccc3)c(=O)n2[nH]1,i,0%,1,1,i,-1%,-2%,-0.6
CCc1cccc(NC(=O)CCSCCC(=O)Nc2cccc(CC)c2)c1,i,-1%,0,14,i,-5%,-27%,1.1
COc1ccc(C2CC(=O)c3cnn(-c4nc(C)cc(C)n4)c3C2)cc1 (configuration not stated),-11%,1%,-6,-23,i,11%,-11%,-3.3
Nc1nc(-c2c(Cl)cccc2Cl)no1,-9%,1%,0,17,i,2%,1%,1.5
COC(=O)CC1C(=O)NCCN1C(=O)Nc1ccccc1 (configuration not stated),i,2%,1,2,i,1%,1%,1.7
C=C(C)Cn1c(CN(C)Cc2ccccc2)nc2c1c(=O)n(C)c(=O)n2C,-34%[inhibitor],0%,6,-3,i,6%,-5%,-1.6
COc1ccc(C(=O)NCCNC(=O)c2ccccn2)cc1,-24%,0%,7,14,i,2%,4%,0.5
Cc1ccc2nc(C)cc(Nc3ccc4c(c3)OCCO4)c2c1,i,-1%,-4,?,i,8%,0%,-2.9
CCCCCC(=O)N1C[C@H](n2cc(COC(=O)c3ccccc3)nn2)[C@@H](O)C[C@@H]1c1ccc(OC)cc1,-12%,.,-1,-7,i,1%,2%,-1.6
COc1ccc(C(=O)N2CCCC(c3nc(-c4ccc(OC)c(OC)c4)no3)C2)c(OC)c1 (configuration not stated),0%,-3%,8,15,i,6%,-1%,-0.1
COc1cc(OC)cc(C(=O)NCC2CCCO2)c1 (configuration not stated),-8%[57.5 µM],-1%,-7,11,i,8%,7%,1.1
O=C(CCCOc1ccc(Cl)cc1Cl)N/N=C/c1ccc(Cl)cc1,i,2%,0,-7,i,-2%,-11%,-2.8

# Following part.
SMILES,PTHR1 agonist,Mm-Cpn inhibitor,DRD3 agonist,D3 antag,pAkt inh,EPAC2 agonist,EPAC2 antag,CCT modulator
CCOC(=O)C1CCN(C(=O)c2ccc(CNS(=O)(=O)c3ccc(C)cc3)cc2)CC1,-14%,?,7,-13,i,2%,6%,-1.9
O=C(Nc1ccccc1)c1ccc2nsnc2c1,-71%[inhibitor],0%,-6,-7,i,7%,-8%,-0.8
CCCN1C2CCCC1CC(NC(=O)Nc1ccc(C(C)C)cc1)C2 (configuration not stated),-24%[57.5 µM],1%,-3,?,i,4%,-3%,-1.0
Cc1ncc(C(=O)O)c(C(=O)O)c1N,0%,-4%,2,-8,i,4%,10%,-3.1
CCOC(=O)c1c(NC(=O)CCCC(=O)O)sc2c1CCC2,i,-3%,-2,0,i,9%,4%,0.5
CC(C)c1ccc(NC(=O)COc2nncc3ccccc23)cc1,i,-6%,2,8,i,5%,2%,0.5
Cc1ccc(-n2c(=O)c3c(c4cc(C)ccc4n3C)n(CC(=O)NCC3CCCO3)c2=O)cc1 (configuration not stated),-39%[inhibitor],.,3&-9,-16,i,-15%,-14%,-0.4
CC(=O)N1CCCc2cc(S(=O)(=O)N(C)CC(=O)Nc3ccccc3)ccc21,i,.,-2,0,i,1%,7%,2.0
Cc1c(Cl)cccc1-n1c(-c2cccnc2)n[nH]c1=S,-4%,-4%,-4,-12,i,-1%,-9%,-0.8
CCCCCNC(=O)c1ccc2c(=O)n(CC3CCCO3)c(=O)[nH]c2c1 (configuration not stated),i,-2%,-3,18,i,2%,0%,0.5
O=C(COC(=O)/C=C/c1cn(-c2ccccc2)nc1-c1cccnc1)Nc1ccc(Cl)cc1Cl,-21%,-1%,5,5,i,3%,12%,-3.4
O=C(CSc1ccc(-c2ccccn2)nn1)NCc1ccccc1,i,2%,-1,-15,i,7%,-13%,-3.9
COc1ccc(C(=O)N[C@H](C(=O)Nc2cccc(S(=O)(=O)N3CCOCC3)c2)C(C)C)cc1,-21%,.,-19,-1,i,3%,2%,-2.0
O=C(CSC(=S)N1CCCCC1)c1c(F)cccc1F,-87%[inhibitor],-3%,2,-9,i,8%,20%,1.8
Cc1cc(C)c(S(=O)(=O)Nc2ccncc2)cc1C,-7%,-2%,2,-2,i,8%,2%,1.8
O=C1CCCN1CCCNS(=O)(=O)c1cccs1,i,0%,3,9,i,5%,1%,-0.2
COc1ccc(CCN(C)CC(=O)Nc2ccc(F)c(Cl)c2)cc1OC,-14%,-4%,-3,0,i,18%,1%,-2.2
COc1cc(C(=O)NCc2ccc3[nH]c(C)cc3c2)cc(OC)c1OC,-32%[inhibitor],-3%,-17,3,i,-1%,-8%,-1.2
Cc1ccc(S(=O)(=O)N/N=C\c2ccc([N+](=O)[O-])o2)cc1C,i,2%,-3,2,i,-5%,-2%,-0.6
CCO/C=C1/C(=O)N(C(C)=O)c2ccccc21,-9%[57.5 µM],-1%,2,-8,i,1%,12%,0.3
Nc1ccc2oc(-c3cccs3)nc2c1,-17%,?,0,9,i,7%,5%,0.4
CCOC(=O)c1ccc(NC(=O)CN2C(=O)NC3(CCC(C)CC3)C2=O)cc1 (configuration not stated),i,0%,-3,-5,i,0%,-3%,2.6
O=C(N[C@H]1CC1c1ccccc1)c1ccc([N+](=O)[O-])cc1 (some centres not stated),-24%,-2%,-10,-13,i,4%,-2%,1.5
CCOc1ccc(NC(=O)CN(C)C(=O)Cc2sc(C)nc2-c2ccc(F)cc2)cc1OCC,i,0%,-10,-11,i,0%,9%,-2.4
Clc1ccc(OCCN2CCN(c3ncnc4sccc34)CC2)cc1,-40%[inhibitor],0%,24,1,i,12%,-3%,0.0
COc1cc(O)oc1C=Nc1ccc(C(=O)O)cc1,i,1%,2,-23,i,1%,-1%,-5.1
O=C(Nc1nc2ccccc2s1)c1ccc(N2CCCCC2)c([N+](=O)[O-])c1,-39%,1%,-2,-14,i,9%,6%,-1.6
Cc1ccc(C(=O)Nc2nc3ccccc3s2)s1,-25%[57.5 µM],?,-6,5,i,-1%,-2%,-2.0
CCC1(CC)NC(=O)N(CC(=O)Nc2ccc(C)cc2C)C1=O,-8%,1%,-6,?,i,8%,9%,-1.8
COc1ccc(CNc2nc3ccc(C)cc3s2)c(OC)c1OC,-61%[inhibitor],1%,-11,10,i,-2%,-28%,2.6
OC(CNCC1CCCCC1)COc1ccccc1 (configuration not stated),i,-3%,-24,?,i,2%,3%,2.1
